Mtb BioA inh: M. tuberculosis BioA enzyme inhibitors, primary screen, biochemical, plate reader, single point, HTS; 7,8-diaminopelargonic acid synthase BioA (Mycobacterium tuberculosis); purified M. tuberculosis BioA enzyme; inhibition, % at 9.99 µM; hit rate 0.096% among 360,000; in the data active = inhibition above about 40%
Numbers without * were called inactive.

SMILES | Mtb BioA inh
O=C(Cc1ccccn1)NCC[C@H]1CC[C@H](NC(=O)Nc2ccc(C(F)(F)F)cc2)[C@H](CO)O1 | -2.0
COCC(=O)N(C[C@H]1N[C@H](CO)[C@H]1c1ccc(-c2cccnc2)cc1)C(C)C | -1.4
O=C(Cc1ccccn1)N[C@H]1CC[C@@H](CC(=O)N2CCCCC2)O[C@@H]1CO | 0.2
CCC(=O)N1CCCCN2[C@H](CO)[C@@H](c3ccc(-c4cccc(C(=O)N(C)C)c4)cc3)[C@H]2C1 | -1.9
C[C@@H]1CCCCO[C@@H](CN(C)C)[C@@H](C)CN([C@H](C)CO)C(=O)c2cc(NS(=O)(=O)c3cn(C)cn3)ccc2O1 | 10
CO[C@H]1CN(C)C(=O)c2ccc(NC(=O)C3CCC3)cc2OC[C@@H](C)N(C)C[C@@H]1C | 9.5
C[C@@H]1CCCCO[C@@H](CN(C)C(=O)CCC(F)(F)F)[C@H](C)CN([C@@H](C)CO)C(=O)c2cc(NC(=O)c3ccncc3)ccc2O1 | -0.2
C/C=C/c1ccc2c(c1)O[C@@H](CN(C)C(=O)c1ccncc1)[C@@H](C)CN([C@H](C)CO)S2(=O)=O | 7.4
CC(C)NC(=O)Nc1ccc2c(c1)C(=O)N([C@@H](C)CO)C[C@H](C)[C@H](CN(C)C(=O)Nc1ccc(C(F)(F)F)cc1)O2 | 0.0
CCCN(C)C[C@@H]1Oc2ncc(-c3ccccc3F)cc2C(=O)N([C@H](C)CO)C[C@H]1C | -1.4
C[C@H](CO)N1C[C@H](C)[C@H](CN(C)C(=O)CC2CC2)Oc2cc(C#CCN(C)C)ccc2S1(=O)=O | 0.6
CC(C)[C@@H](C)NC(=O)N(C)C[C@H]1OCc2ccccc2-c2ccccc2C(=O)N([C@@H](C)CO)C[C@H]1C | -7.9
O=C(C1CCCC1)N1C[C@@H]2[C@H](c3ccccc31)[C@@H](CO)N2C(=O)Cc1ccccn1 | 1.6
C[C@H]1CN([C@@H](C)CO)C(=O)c2cc(C#CC3(O)CCCC3)cnc2O[C@@H]1CN(C)S(C)(=O)=O | -0.2
C[C@H]1CN([C@@H](C)CO)C(=O)c2cc(C3=CCCCC3)cnc2O[C@H]1CN(C)C(=O)Cc1cccnc1 | -0.2
COCC(=O)N(C)C[C@@H]1Oc2ncc(C#Cc3ccc(F)cc3)cc2C(=O)N([C@H](C)CO)C[C@@H]1C | -0.2
CCCN(C)C[C@@H]1OCCCC[C@H](C)Oc2ccc(NC(=O)CCCN(C)C)cc2C(=O)N([C@H](C)CO)C[C@@H]1C | 5.1
C[C@@H]1CCCCO[C@@H](CN(C)S(C)(=O)=O)[C@@H](C)CN([C@@H](C)CO)C(=O)c2cc(NC(=O)C3CCCCC3)ccc2O1 | 1.6
CC(C)NC(=O)N(C)C[C@H]1Oc2ccc(NC(=O)Nc3ccc(F)cc3)cc2C(=O)N([C@@H](C)CO)C[C@H]1C | 1.0
C[C@@H]1CN([C@H](C)CO)C(=O)c2cc(NC(=O)Nc3cccc4ccccc34)ccc2O[C@H]1CN(C)Cc1ccc(C(=O)Nc2ccccc2N)cc1 | -1.2
C[C@H](CO)N1C[C@H](C)[C@H](CN(C)Cc2ccc(-c3ccccc3)cc2)Oc2c(NC(=O)Nc3ccc4c(c3)OCO4)cccc2C1=O | -1.3
Cc1noc(C)c1S(=O)(=O)N(C)C[C@H]1OCCCC[C@@H](C)Oc2ccc(NC(=O)C3CCCCC3)cc2C(=O)N([C@@H](C)CO)C[C@@H]1C | -0.1
COCc1cn(CC[C@@H]2CC[C@H](NC(=O)Nc3ccc(C(F)(F)F)cc3)[C@H](CO)O2)nn1 | 0.4
CCC(=O)N(C)C[C@H]1Oc2cc(C3=CCCC3)ccc2S(=O)(=O)N([C@@H](C)CO)C[C@@H]1C | -2.4
COc1cccc(NC(=O)C[C@H]2CC[C@H]3[C@@H](COc4ccc(NC(C)=O)cc4C(=O)N3C)O2)c1 | 2.0

Reformatted with each value named: entries from further up.
CCCN(C)C[C@@H]1OCCCC[C@H](C)Oc2ccc(NC(=O)CCCN(C)C)cc2C(=O)N([C@H](C)CO)C[C@@H]1C
- Mtb BioA inh = 5.1

C[C@@H]1CCCCO[C@@H](CN(C)S(C)(=O)=O)[C@@H](C)CN([C@@H](C)CO)C(=O)c2cc(NC(=O)C3CCCCC3)ccc2O1
- Mtb BioA inh = 1.6

CC(C)NC(=O)N(C)C[C@H]1Oc2ccc(NC(=O)Nc3ccc(F)cc3)cc2C(=O)N([C@@H](C)CO)C[C@H]1C
- Mtb BioA inh = 1.0

(list continues)
SMILES | Mtb BioA inh
CCCN(C)C[C@H]1OCCCC[C@@H](C)Oc2ccc(NS(=O)(=O)c3cn(C)cn3)cc2C(=O)N([C@H](C)CO)C[C@@H]1C | -1.5
CCCNC(=O)N(C)C[C@H]1Oc2cc(C#C[C@@H](C)O)ccc2S(=O)(=O)N([C@@H](C)CO)C[C@@H]1C | 0.1
C[C@@H]1CN([C@@H](C)CO)C(=O)Cc2cc(NC(=O)Cc3cn(C)c4ccccc34)ccc2O[C@H]1CN(C)Cc1ccc(Cl)c(Cl)c1 | -3.8
CC(C)COC(=O)N(C)C[C@H]1OCc2ccccc2-c2c(n(C)c3ccccc23)C(=O)N([C@@H](C)CO)C[C@@H]1C | 4.2
C[C@H](CO)N1C[C@H](C)[C@H](CN(C)Cc2cncnc2)Oc2ncc(-c3ccc(F)cc3)cc2C1=O | -1.5
CCCNC(=O)N1[C@H](C#N)[C@H](c2ccc(-c3ccc(C(=O)N(C)C)cc3)cc2)[C@H]1CO | -0.6
COc1ccc(CN(C)C[C@H]2Oc3ccc(NS(=O)(=O)c4ccc(C)cc4)cc3CC(=O)N([C@H](C)CO)C[C@H]2C)cc1 | -1.7
C[C@@H]1CCCCO[C@H](CN(C)Cc2ccncc2)[C@H](C)CN([C@H](C)CO)C(=O)c2cc(NC(=O)Nc3ccc(F)cc3)ccc2O1 | 2.0
C[C@H](CO)N1C[C@H](C)[C@H](CN(C)C(=O)NC2CCCCC2)Oc2ccc(NS(=O)(=O)c3cccs3)cc2CC1=O | 1.0
C[C@H](NC(=O)C[C@H]1C=C[C@H](NS(=O)(=O)c2cccc(F)c2)[C@H](CO)O1)c1ccccc1 | -4.9
OC[C@H]1[C@@H](c2ccc(-c3ccc(F)cc3)cc2)[C@@H]2CN(Cc3cccnc3)CCCCN12 | -1.2
Cc1noc(C)c1S(=O)(=O)N(C)C[C@@H]1OCCCC[C@H](C)Oc2ccc(NS(=O)(=O)c3cccs3)cc2C(=O)N([C@H](C)CO)C[C@H]1C | -0.5
C[C@@H]1CN([C@H](C)CO)C(=O)c2cc(NC(=O)Nc3ccc4c(c3)OCO4)ccc2O[C@H]1CN(C)S(C)(=O)=O | 1.3
COCC#Cc1ccc([C@H]2[C@H](CO)N3CCCCN(C(=O)Nc4cc(F)ccc4F)C[C@@H]23)cc1 | -3.4
COc1ccc(NC(=O)N(C)C[C@@H]2Oc3c(NS(=O)(=O)c4ccc(F)cc4)cccc3C(=O)N([C@H](C)CO)C[C@@H]2C)cc1 | 1.9
CCC(=O)N[C@H]1C=C[C@H](CC(=O)NCc2cc(F)cc(F)c2)O[C@@H]1CO | -3.7
O=C(C[C@H]1C[C@@H]2c3cc(NS(=O)(=O)c4ccc(F)cc4)ccc3O[C@@H]2[C@H](CO)O1)NCC1CC1 | 0.0
CN1C(=O)c2cc(NS(C)(=O)=O)ccc2OC[C@H]2O[C@H](CC(=O)N3CCOCC3)CC[C@H]21 | -3.0
CCS(=O)(=O)NCC[C@H]1CC[C@H](NC(=O)C2CCOCC2)[C@@H](CO)O1 | -1.5
CCS(=O)(=O)Nc1ccc2c(c1)C(=O)N(C)C[C@@H](OC)[C@H](C)CN(Cc1ccccn1)[C@H](C)CO2 | -0.3
CCC(=O)N1C[C@@H](C)[C@H](OC)CN(C)C(=O)c2cc(NC(=O)c3cnccn3)ccc2OC[C@@H]1C | 3.8
CCNC(=O)[C@@H]1[C@@H](CO)[C@@H]2Cn3c(ccc(-c4cccc(F)c4)c3=O)[C@@H]2N1Cc1nccs1 | 0.6
CO[C@H]1CN(C)C(=O)c2ccc(NS(=O)(=O)c3ccccc3)cc2OC[C@H](C)N(Cc2ccccn2)C[C@H]1C | -1.0
CC(C)NC(=O)N(C)C[C@H]1OCCCC[C@@H](C)Oc2ccc(NC(=O)c3ccncc3)cc2C(=O)N([C@H](C)CO)C[C@@H]1C | -1.1
CCS(=O)(=O)N[C@@H]1C=C[C@@H](CC(=O)NCc2ccc(F)cc2)O[C@H]1CO | -0.8

A run of entries of the results above:
SMILES | Mtb BioA inh
CCNC(=O)[C@@H]1[C@@H](CO)[C@@H]2Cn3c(ccc(-c4cccc(F)c4)c3=O)[C@@H]2N1Cc1nccs1 | 0.6
CO[C@H]1CN(C)C(=O)c2ccc(NS(=O)(=O)c3ccccc3)cc2OC[C@H](C)N(Cc2ccccn2)C[C@H]1C | -1.0
CC(C)NC(=O)N(C)C[C@H]1OCCCC[C@@H](C)Oc2ccc(NC(=O)c3ccncc3)cc2C(=O)N([C@H](C)CO)C[C@@H]1C | -1.1

Other structures.
SMILES | Mtb BioA inh
COc1cccc(-c2cnc3c(c2)C(=O)N([C@H](C)CO)C[C@@H](C)[C@@H](CN(C)C(=O)CN(C)C)O3)c1 | 0.3
C[C@@H]1CCCCO[C@@H](CN(C)C(=O)Nc2ccc(F)cc2)[C@H](C)CN([C@H](C)CO)C(=O)c2cc(NC(=O)Cc3ccccc3)ccc2O1 | -3.7
C[C@H]1CCCCO[C@@H](CN(C)Cc2ccccc2)[C@@H](C)CN([C@@H](C)CO)C(=O)c2cc(NC(=O)NC3CCCCC3)ccc2O1 | -0.9
C[C@H]1CN([C@@H](C)CO)C(=O)c2cccc(NC(=O)Nc3cccc4ccccc34)c2O[C@H]1CN(C)Cc1ccc(Cl)c(Cl)c1 | -0.9
O=C(N[C@H]1CC[C@H](CCNS(=O)(=O)c2cccc(Cl)c2)O[C@H]1CO)c1ccncc1 | 2.7
C[C@@H]1CN([C@H](C)CO)C(=O)c2cccc(NC(=O)CCCCCC(=O)Nc3ccccc3N)c2O[C@H]1CN(C)Cc1ccc(-c2ccccc2)cc1 | -1.3
O=C(C[C@@H]1C=C[C@H](NC(=O)C2CCC2)[C@H](CO)O1)NCc1ccccc1Cl | 1.8
Cc1noc(C)c1NC(=O)N(C)C[C@@H]1Oc2c(NC(=O)C3CC3)cccc2C(=O)N([C@H](C)CO)C[C@@H]1C | -2.9
CCC(=O)N1CCCCN2[C@@H](CO)[C@@H](c3ccc(-c4cccc(C#N)c4)cc3)[C@@H]2C1 | 1.6
CN(C)C(=O)C[C@@H]1CC[C@@H]2[C@H](COC[C@H](O)CN2CC2CCOCC2)O1 | 0.0
C/C=C/c1cnc2c(c1)C(=O)N([C@H](C)CO)C[C@@H](C)[C@@H](CN(C)C(=O)Nc1cccc(OC)c1)O2 | -1.2
COc1cccc(S(=O)(=O)N[C@@H]2CC[C@@H](CCN)O[C@@H]2CO)c1 | -1.7
CN1C(=O)c2cc(NC(=O)Cc3cccs3)ccc2OC[C@@H]2O[C@H](CC(=O)NCC3CCCCC3)CC[C@@H]21 | -2.5
C[C@@H]1CCCCO[C@@H](CN(C)Cc2ccccc2)[C@H](C)CN([C@@H](C)CO)C(=O)c2cc(NC(=O)Nc3ccc(F)cc3)ccc2O1 | -0.1
CN1CCN(C(=O)C[C@H]2C[C@@H]3c4cc(NS(=O)(=O)c5ccc(F)cc5)ccc4O[C@@H]3[C@@H](CO)O2)CC1 | -1.8
CC(C)NC(=O)Nc1ccc2c(c1)CC(=O)N([C@H](C)CO)C[C@H](C)[C@@H](CN(C)C(=O)Nc1ccccc1)O2 | -1.7
C[C@@H]1CCCCO[C@H](CN(C)C(=O)CCCN(C)C)[C@H](C)CN([C@@H](C)CO)C(=O)c2cc(NC(=O)Nc3ccc(C(F)(F)F)cc3)ccc2O1 | 2.8
C[C@H](CO)N1C[C@H](C)[C@H](CN(C)Cc2ccccc2)Oc2ncc(-c3cccc(F)c3)cc2C1=O | 1.9
COc1ccc(S(=O)(=O)N(C)C[C@@H]2OCCCC[C@H](C)Oc3ccc(NC(=O)CCC(F)(F)F)cc3C(=O)N([C@@H](C)CO)C[C@@H]2C)cc1 | 0.1
COc1ccc(CNC(=O)C[C@@H]2CC[C@@H]3[C@H](COc4ccc(NC(=O)C5CC5)cc4C(=O)N3C)O2)cc1 | 0.5
C[C@@H]1CN([C@H](C)CO)C(=O)Cc2cc(NS(=O)(=O)c3cn(C)cn3)ccc2O[C@@H]1CN(C)CC1CCCCC1 | -0.9
COc1ccccc1NC(=O)N[C@@H]1CC[C@H](CCNC(=O)Cc2ccccn2)O[C@H]1CO | -1.6
C[C@@H]1CCCCO[C@H](CN(C)CC2CCCCC2)[C@H](C)CN([C@@H](C)CO)C(=O)c2cc(NC(=O)C3CCCCC3)ccc2O1 | -0.5
COCC(=O)Nc1ccc2c(c1)[C@@H]1C[C@H](CC(=O)NCc3ccc(OC)cc3)O[C@H](CO)[C@@H]1O2 | -0.4
CO[C@@H]1CN(C)C(=O)c2cc(NC(=O)c3cc(C)on3)ccc2OC[C@@H](C)N(S(=O)(=O)c2ccc(F)cc2)C[C@H]1C | -0.8
O=C(C[C@@H]1C[C@@H]2c3cc(NC(=O)Nc4ccc(C(F)(F)F)cc4)ccc3O[C@@H]2[C@@H](CO)O1)NCC1CC1 | -1.0
O=C(Nc1cc(F)ccc1F)N[C@H]1C=C[C@H](CC(=O)N2CCc3ccccc3C2)O[C@@H]1CO | -0.4
O=C(N[C@@H]1CC[C@@H](CCNC(=O)C2CCCCC2)O[C@@H]1CO)c1ccccn1 | -2.4
CNC[C@H]1Oc2ccc(NC(=O)NC3CCCCC3)cc2C(=O)N([C@@H](C)CO)C[C@H]1C | -3.0

By substructure, those above containing a thiophene ring, fused or not.
SMILES | Mtb BioA inh
C[C@H](CO)N1C[C@H](C)[C@H](CN(C)C(=O)NC2CCCCC2)Oc2ccc(NS(=O)(=O)c3cccs3)cc2CC1=O | 1.0
Cc1noc(C)c1S(=O)(=O)N(C)C[C@@H]1OCCCC[C@H](C)Oc2ccc(NS(=O)(=O)c3cccs3)cc2C(=O)N([C@H](C)CO)C[C@H]1C | -0.5
CN1C(=O)c2cc(NC(=O)Cc3cccs3)ccc2OC[C@@H]2O[C@H](CC(=O)NCC3CCCCC3)CC[C@@H]21 | -2.5

Some of the compounds tested; the hit share may differ from the screen's.
